miR-122 sensor: inhibitors of miR-122 in Huh7 cells. Huh7 miR-122 Renilla luciferase sensor, 48 h; neutral wells = 0, positive control = 100. activation (reporter increase), % at 12.5 µM. hit rate 0.3% among 340,000;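 active = mean replicate activation score at least 90 and every replicate individually at or above 90; inconclusive = only one of the two criteria met; inactive = neither criterion met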;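 also: higher luciferase means less miR-122 activity so hits act as miR-122 inhibitors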
SIRT5 block: sirtuin-5 (human) deacylase inhibition | Q9NXA8 | Purified SirT5, succinyl-peptide AMC, trypsin-coupled fluorescence | inhibition, % at 15 µM | hit rate 1.1% among 330,000; in the data active = inhibition above about 15%; inconclusive = no clear call, values can overlap the other calls
Target sequence (Q9NXA8 whole entry, looked up): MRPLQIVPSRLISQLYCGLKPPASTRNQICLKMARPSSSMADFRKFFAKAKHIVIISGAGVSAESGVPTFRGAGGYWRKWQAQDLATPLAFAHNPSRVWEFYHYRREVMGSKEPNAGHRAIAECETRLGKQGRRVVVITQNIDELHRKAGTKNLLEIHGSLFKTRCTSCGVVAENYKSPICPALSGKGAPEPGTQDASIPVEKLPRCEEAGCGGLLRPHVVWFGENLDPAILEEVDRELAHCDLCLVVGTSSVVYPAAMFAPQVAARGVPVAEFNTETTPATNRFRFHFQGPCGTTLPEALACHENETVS
ERp5 block: blocks human ERp5 reductase activity on insulin. hit rate 0.05% among 350,000. Q15084. ERp5 insulin aggregation, absorbance 650 nm, 90 min. inhibition, % at 9.99 µM;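 active = mean replicate inhibition above about 25%, with every replicate also reaching it, limit read from the data, passing the limit was not always enough; inconclusive = only one of those two criteria met; inactive = neither criterion met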
Target sequence (Q15084 whole entry, looked up): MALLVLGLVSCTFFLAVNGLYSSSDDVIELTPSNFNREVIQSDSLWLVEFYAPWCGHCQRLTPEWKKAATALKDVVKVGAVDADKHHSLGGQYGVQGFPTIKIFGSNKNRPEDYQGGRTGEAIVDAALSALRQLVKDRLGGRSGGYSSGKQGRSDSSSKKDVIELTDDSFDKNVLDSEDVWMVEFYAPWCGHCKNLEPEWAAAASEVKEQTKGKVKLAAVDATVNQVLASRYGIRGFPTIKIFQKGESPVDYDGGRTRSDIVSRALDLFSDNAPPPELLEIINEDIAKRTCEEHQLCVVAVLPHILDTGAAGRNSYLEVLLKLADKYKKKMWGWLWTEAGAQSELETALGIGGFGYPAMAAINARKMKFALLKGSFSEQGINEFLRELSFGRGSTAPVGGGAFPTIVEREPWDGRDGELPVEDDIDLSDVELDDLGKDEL
ERAP1 HTS inh: inhibitors of human ERAP1 aminopeptidase; recombinant ERAP1, Leu-AMC fluorescence, 60 min; hit rate 0.15% among 340,000; inhibition, % at 10.7 µM;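 active = mean replicate inhibition of at least 30%, or all replicates individually reaching that 30% level; inactive = mean below 30% and not every replicate reaching it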;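 also: 0% = neutral control wells and 100% = L-leucinethiol positive control wells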
DENV2 CPE: inhibitors of DENV2 cytopathic effect; DENV2-infected cells, cytopathic effect rescue, plate reader; CPE inhibition, % at 9.99 µM; hit rate 1.7% among 350,000; AID 651640; in the data active = CPE inhibition above about 20%, passing the limit was not always enough; inconclusive = no clear call, values can overlap the other calls; tested in BHK-21 cells;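 also: 0% = median of neutral control wells and 100% = median of positive control wells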
F508del corr: correctors of CFTR F508del function in bronchial epithelial cells; CFBE cells, YFP halide quenching; stimulated with forskolin plus potentiator P3; % fluorescence drop versus neutral controls; activity (quench increase), % at 7.58 µM; hit rate 0.36% among 350,000; AID 720511;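 active = mean added fluorescence quench of at least 8% versus neutral control, with both replicates also reaching 8%; inconclusive = only one of the mean or replicate conditions met; inactive = mean below 8% and not both replicates reaching 8%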;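 also: cells transiently co-express mutant CFTR-F508del with the halide-sensitive YFP; corrector assay measuring rescue of mutant channel to the surface after 24 h compound exposure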
Casp6 inh: blocks human caspase-6 cleavage activity; inhibition, % at 12.5 µM; purified caspase-6, Z-VEID-R110 cleavage fluorescence; P55212; AID 686996; hit rate 0.53% among 350,000;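 active = mean inhibition across replicates at least about 35%, with every replicate also reaching that limit, limit read from the data; inconclusive = only one of the two criteria met; inactive = neither criterion met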;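 also: 0% = median of neutral control wells and 100% = no fluorescence left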
Numbers without * were called inactive; ? = inconclusive; / = not tested or not shown; [ ] = dose if it differs, or a comment. Outcome played no part in choosing rows. About 4% of those tested had a hit in this group.

Structure,miR-122 sensor,ERAP1 HTS inh,ERp5 block,Casp6 inh,SIRT5 block,DENV2 CPE,F508del corr
Cc1ccc(S(=O)(=O)N2C[C@H](O)COC[C@@H]3O[C@H](CC(=O)NCc4ccc(Cl)c(Cl)c4)CC[C@H]32)cc1,20.9[16.7 µM],0.4,-3.9,-0.5,-0.8,-11.2,-1.7
C[C@@H]1CN([C@H](C)CO)C(=O)c2cc(NS(=O)(=O)c3ccccc3)ccc2O[C@@H](C)CCCCO[C@@H]1CN(C)S(=O)(=O)c1cccs1,-2.9[16.7 µM],-5.3,-3.3,0.9,2.3,?,-2.4
CC(C)Oc1cccc(C(=O)N/N=C/c2ccoc2)c1,3.1,-1.7,0.5,-0.6,-0.2,-4.2,3.2
Cc1ccccc1C(=O)Nc1ccc2c(c1)nc(CCNC(=O)c1ccco1)n2C,-7.3,-1.9,-2.1,-1.1,-0.3,14.4,-2.7
CCCCOc1ccc(C2C(C(=O)c3ccc(C)o3)=C(O)C(=O)N2Cc2ccco2)cc1 (configuration not stated),7.1,-1.4,-3.9,8.2,6.4,10.3,1.4
C[C@@H]1CN([C@H](C)CO)C(=O)c2cc(C#C[C@@H](C)O)cnc2O[C@@H]1CN(C)Cc1cccc(F)c1,-10.3[16.7 µM],-3.3,6.4,-3.2,-2.2,-2.9,-2.2
COc1ccc(CNCc2cc3c(cc2[N+](=O)[O-])OCO3)cc1,-2.9,0.3,2.8,2.5,0.4,13.9,5.0
COc1ccc(S(=O)(=O)Nc2ccc3c(c2)C(=O)N([C@@H](C)CO)C[C@H](C)[C@H](CN(C)Cc2ccc4c(c2)OCO4)OCCCC[C@@H](C)O3)cc1,-8.9[16.7 µM],-0.4,4.6,0.1,9.8,-5.9,2.5
Cc1cc(C)n(-c2nc(Nc3ccccc3)nc(-n3nc(C)cc3C)n2)n1,7.8,-3.1,4.0,-6.1,6.1,1.6,-1.9
CCS(=O)(=O)N1CCN(S(=O)(=O)c2ccccc2[N+](=O)[O-])CC1,7.5,-1.6,1.5,8.1,-2.2,-10.1,-0.5
CCn1ncc(C2=NOC(C(=O)Nc3c(C)nn(Cc4ccc(F)cc4)c3C)C2)c1C (configuration not stated),-4.1,-0.7,2.5,-2.5,10.1,5.8,-0.7
COc1ccc(OC)c(CNC(=O)C2CCC(=O)N(CCCN3CCCC3=O)C2)c1 (configuration not stated),-5.8,-2.6,3.5,-2.4,-6.6,-9.8,-0.8
Cc1ccccc1Nc1nccc(N(C)C)c1C#N,-3.7,-2.9,-5.7,-0.3,-1.0,2.5,-1.5
COc1ccccc1C(=O)NNC1CC(=O)N(c2ccc3c(c2)OCCO3)C1=O (configuration not stated),-3.4,-0.5,8.3,4.3,-2.9,-3.3,-1.4
CC(=O)Nc1ccc(S(=O)(=O)N2CCN=C2SCc2ccccc2C)cc1,-5.5,4.3,-0.2,0.5,-0.5,6.4,-2.3
COc1ccc(CC(=O)Nc2cc(S(=O)(=O)N3CCCCC3)ccc2C)cc1,2.1,-0.9,8.5,2.4,-2.1,-7.7,0.0
C[C@@H]1CN([C@@H](C)CO)C(=O)c2cccc(NC(=O)Nc3ccc(F)cc3)c2O[C@H]1CN(C)Cc1ccc2c(c1)OCO2,12.8[16.7 µM],1.1,1.7,-1.5,2.7,-11.7,-1.3
CCCOc1ccc(-c2csc3ncn(Cc4ccc(C(=O)O)cc4)c(=O)c23)cc1,/,-4.3,-0.8,1.9,-4.1,-1.0,3.2
CSCCC(NS(=O)(=O)c1ccc(C)cc1)C(=O)N1CCCC1 (configuration not stated),-3.6,-4.7,5.2,-0.6,-0.8,3.9,-2.2
O=C(Nc1cccc(C(=O)N2CCOCC2)c1)c1ccccc1Br,-4.4,-5.6,4.7,-1.1,1.5,-5.6,0.6
CC(C)COC(=O)CNc1n[nH]c(=S)[nH]c1=O,1.1,-1.9,-2.9,-1.0,1.8,5.0,-2.4
C[C@@H]1CN([C@@H](C)CO)C(=O)c2cc(NC(=O)c3ccncc3)ccc2O[C@@H](C)CCCCO[C@H]1CN(C)S(=O)(=O)c1ccccc1,6.9[16.7 µM],-0.5,2.1,4.9,2.1,-6.8,-0.2
CO[C@H]1CC[C@H]2CCOc3ccc(C#N)cc3C(=O)N(C)CCCC(=O)N(C)C[C@H]1O2,/,-0.2,0.8,2.5,0.5,-5.2,/
C[C@H](CO)N1C[C@H](C)[C@H](CN(C)C(=O)CCCN(C)C)OCCCC[C@H](C)Oc2ccc(NS(=O)(=O)c3cccs3)cc2C1=O,4.1[16.7 µM],1.3,-1.5,-4.7,-6.0,55.0*,-5.0
O=C(Nc1ccc(N2CCOCC2)cc1)c1cc(-n2cnnc2)ccc1Cl,/,-0.2,0.1,0.7,-2.5,12.1,-2.0
CN(C)C(=O)C[C@H]1CC[C@H]2[C@@H](COC[C@@H](O)CN2C(=O)c2ccncc2)O1,-3.8[16.7 µM],0.2,-0.9,-0.3,-1.4,12.5,-1.8
NC(=O)c1ccc[n+](Cc2ccc(-c3ccccc3)cc2)c1,-3.9,1.6,-3.7,-9.2,-2.6,-1.3,-2.0
COc1cccc(Oc2cc(Cl)nc(N)n2)c1,5.1,-1.0,2.8,-1.7,2.8,4.6,2.4
CCN(CC)CCN(C(=O)Cn1nnc(-c2ccc(C)o2)n1)C(C(=O)NC1CCCC1)c1ccc(F)cc1 (configuration not stated),/,-2.3,4.3,-28.9,-1.9,-3.3,0.6
C[C@H]1CN([C@@H](C)CO)C(=O)Cc2cc(NS(=O)(=O)c3ccc(Cl)cc3)ccc2O[C@H]1CN(C)C(=O)Nc1cccc2ccccc12,-3.2[16.7 µM],-1.8,-6.4,0.9,2.4,2.8,-1.5
O=C(CN1C(=O)c2ccccc2S1(=O)=O)c1ccccc1Cl,2.9,2.8,1.7,-2.1,-2.0,-3.8,0.1
C[C@H](CO)N1C[C@H](C)[C@H](CN(C)Cc2ccc3c(c2)OCO3)OCCCC[C@H](C)Oc2ccc(NS(=O)(=O)c3ccc(F)cc3)cc2C1=O,-6.5[16.7 µM],1.9,2.2,-0.9,2.8,3.4,2.9
CCC(Br)C(=O)Nc1ccc(OC)cc1 (configuration not stated),/,1.1,-4.3,-6.5,-4.0,-10.4,0.3
O=C(CC1CC1)Nc1ccc2c(c1)[C@H]1C[C@@H](CC(=O)N3CCCCC3)O[C@@H](CO)[C@H]1O2,3.4[16.7 µM],-0.3,-1.6,-0.8,3.0,12.1,0.0
C[C@@H](NC(=O)C[C@@H]1CC[C@H]2[C@@H](COC[C@@H](O)CN2C(=O)Nc2ccccc2)O1)c1ccccc1,16.4[16.7 µM],-0.7,3.2,-2.8,3.4,-7.5,1.6
COc1ccc(NC(=O)Nc2ccc3c(c2)C(=O)N([C@H](C)CO)C[C@@H](C)[C@H](CN(C)S(=O)(=O)c2ccccc2)O3)cc1,0.8[16.7 µM],-0.3,-2.7,-4.8,7.0,-1.7,-0.4
N#Cc1ccsc1NC(=O)CCS(=O)(=O)c1ccccc1,-1.1,1.6,1.3,0.5,-3.3,-0.1,-0.3
CN(CCc1ccccn1)C(=O)CCc1nnc(CCCc2ccccc2)o1,-0.9,2.4,4.3,2.7,0.2,-4.3,-2.1
O=C(Nc1cccc(-n2cnnn2)c1)c1ccc(OC(F)(F)F)cc1,-1.4,-0.9,3.0,-1.7,6.9,-0.4,-4.1
C/C(=C\c1ccccc1F)C1Nc2cccc3cccc(c23)N1,3.7,4.2,2.6,2.7,/,-13.6,-4.4
Cc1ccc(S(=O)(=O)N2CCCCC2)cc1C(=O)NCc1ccccn1,/,-0.8,0.0,1.1,-6.8,-1.0,-2.5
COc1ccc(CNC(=O)C[C@H]2CC[C@H](NC(=O)CN(C)C)[C@H](CO)O2)cc1,/,1.2,2.2,-0.7,3.3,9.6,0.7
COc1ccc(S(=O)(=O)N2CCN(C(=O)c3cc(-c4ccc(Br)cc4)n[nH]3)CC2)cc1OC,-9.6,2.5,1.0,27.8,0.8,-6.5,1.2
CCOc1ccc(C2NC(=O)c3ccccc3O2)cc1OC (configuration not stated),8.3,/,-7.0,2.3,0.1,-2.2,0.2
O=C(CCc1nnc(Cc2c[nH]c3ccccc23)o1)NCC1CC12CCCCC2 (configuration not stated),/,5.3,-1.3,-3.7,-2.0,2.1,3.3
NS(=O)(=O)c1ccc(CCNC(=O)CSc2nc3ccccc3c3nc(CCN4CCCCC4)nn23)cc1,/,1.8,2.4,-1.2,1.1,-0.1,1.5
CC1(CCc2ccccc2)NC(=O)N(CC(=O)Nc2ccc(OC(F)F)cc2)C1=O (configuration not stated),/,0.4,-7.8,1.2,-1.4,-3.5,0.3
CC(=O)N1CCN(C(=O)CSc2cc(C)c(Br)cc2C)CC1,/,0.3,-11.6,-0.8,2.1,?,-1.3
CCC1CCCCN1C(=S)Nc1ccc(S(=O)(=O)Nc2ncccn2)cc1 (configuration not stated),-6.4,0.7,5.5,0.3,-4.8,-2.3,-2.8
COC(=O)c1ccc2nc(-c3ccc(F)cc3)c(Cc3ccccc3C(F)(F)F)n2c1,/,0.2,-13.1,1.1,-1.0,8.1,-2.0

Part of the list above, with each value named:
> COc1ccc(CNC(=O)C[C@H]2CC[C@H](NC(=O)CN(C)C)[C@H](CO)O2)cc1
  miR-122 sensor = / | ERAP1 HTS inh = 1.2 | ERp5 block = 2.2 | Casp6 inh = -0.7 | SIRT5 block = 3.3 | DENV2 CPE = 9.6 | F508del corr = 0.7

> COc1ccc(S(=O)(=O)N2CCN(C(=O)c3cc(-c4ccc(Br)cc4)n[nH]3)CC2)cc1OC
  miR-122 sensor = -9.6 | ERAP1 HTS inh = 2.5 | ERp5 block = 1.0 | Casp6 inh = 27.8 | SIRT5 block = 0.8 | DENV2 CPE = -6.5 | F508del corr = 1.2

More compounds follow.
Structure,miR-122 sensor,ERAP1 HTS inh,ERp5 block,Casp6 inh,SIRT5 block,DENV2 CPE,F508del corr
Cc1csc(Nc2ccc(C(=O)O)cc2)n1,-0.7,1.3,-4.7,0.8,1.8,-4.7,1.2
CC1(C(=O)NS(=O)(=O)c2cccs2)CCN1C(=O)CC1CCCC1 (configuration not stated),-1.4,3.7,1.0,2.0,0.2,9.0,-1.6
O=C(Nc1ccc(Oc2ncnc3cc(Cl)ccc23)nc1)Nc1cccc(C(F)(F)F)c1,28.1,0.5,/,0.6,-1.5,0.8,2.6
CCCCn1c(N)c(N(CCC(C)C)C(=O)C2CC(=O)N(c3ccc4c(c3)OCCO4)C2)c(=O)[nH]c1=O (configuration not stated),-3.9,16.9,1.7,2.7,1.0,-9.2,1.3
COc1ccccc1-c1cn(CC[C@@H]2CC[C@@H](NC(=O)CCN3CCCCC3)[C@@H](CO)O2)nn1,/,-1.7,12.3,1.8,-1.8,2.3,3.5
COc1ccc(/C=N/NC(=O)C(=O)/C=C2\NC3(CCCC3)Cc3ccccc32)cc1,/,1.3,0.7,14.5,1.2,-3.2,/

Bioassay records: PubChem BioAssay, Broad Institute
